# Bioassay records as filed in PubChem.
# FBPA coupling cs: qHTS Assay for Inhibitors of Fructose-1,6-bisphosphate Aldolase from Giardia Lamblia: Coupling assay counterscreen. 0.67% of 290,000 active. coupling enzyme system counterscreen, AmpLite Red fluorescence. activity change, negative = inhibition, % at 58.2 µM, hits read low; in the data active = activity change below about -30%; also: % is scaled to controls: 0 for no effect and ±100 for the full control effect
#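 Coupling enzymes only (glyceraldehyde-3-phosphate) + compound, at 57.5 uM final, 10 min RT; add substrate/coupling/AmpLite Red mix, 20 min RT; fluorescence ex 525/em 598 nm. Actives flag coupling-system interference.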
# Chronic BCR inh: qHTS Assay to Find Inhibitors of Chronic Active B-Cell Receptor Signaling. 0.05% of 340,000 active. AID 493014, 2011. Potency, µM (series often up to 46.1 µM), for the others: top-dose ratio change, negative = lower green/red ratio, actives largely listed as inhibitors. ABC-DLBCL IkBa-CBG/CBR reporter, luminescence ratio, 4 h; active = well fitted inhibition curve with a large enough effect in the signal ratio, with a control signal flat, not every such curve was filed as active; inconclusive = small, poorly fitted or top-dose-only effect, or effect the other way, or a change in a side signal; the % refers to the signal ratio;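 also: potency is read from the fitted curve at half-maximal effect; plate controls were basal doxycycline-induced cells for no effect and cells given 10 µM MG132 for full effect; MG132 reads +100%, hits lower the ratio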
#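 TMD8 ABC-DLBCL cells carrying doxycycline-inducible green luciferase fused to IkappaBalpha plus unfused red luciferase were exposed to compounds (up to 46 uM) for 4 hrs at 37C. Activity came from the overlap-corrected green/red luminescence ratio.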
# GALK inh: qHTS Assay for Inhibitors of Human Galactokinase (GALK). 0.007% of 270,000 active. P51570. AID 1868, 2009. Purified GALK, Kinase-Glo residual ATP luminescence. Potency, µM (titrated, usually from 57.5 µM), for inactives: top-dose activity change, negative = inhibition, actives largely listed as inhibitors; also: potency is read from the fitted curve at half-maximal effect; % is scaled to controls: 0 for no effect and ±100 for the full control effect
#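 Compounds were pin-transferred into ATP buffer (35 uM final), then GALK plus galactose (5 nM, 100 uM final) was added. After 1 h at room temperature, Kinase-Glo Plus was added and luminescence read after 10 min.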
# Giardia killer: Small Molecules that selectively kill Giardia lamblia: qHTS | Giardia lamblia trophozoite viability | activity change, % at 7.66 µM, hits read low | 0.15% of 340,000 active | AID 540267, 2011; in the data active = activity change below about -80%; inconclusive = between about -30% and that limit;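 also: parasites exposed to compound for two days anaerobically before the ATP read; % is scaled to controls: 0 for no effect and ±100 for the full control effect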
#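 Trophozoite viability was measured as ATP-dependent luminescence, read 15-30 min after reagent addition. Before that, parasites at 100 cells/well were exposed to compounds for 48 h, anaerobically, at 37 deg C.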
# A-T KAP1 phos: qHTS Assay for Identifying a Potential Treatment of Ataxia-Telangiectasia. […] A-T fibroblasts, KAP-1 phosphorylation AlphaLISA; neocarzinostatin DNA damage 30 min before lysis. Potency, µM (titrated, usually from 57.5 µM), inactives show top-dose activation, actives largely listed as activators. 0.19% of 320,000 active. AID 485349, 2010; also: potency is read from the fitted curve at half-maximal effect; % of control where 0% means no effect; nearly all actives have a fitted effect of over 45% in size
#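 hTERT-immortalized A-T patient fibroblasts ([…]), 500 cells/well in OPTI-MEM, 1% FBS, got compounds for 60 min, then NCS for 30 min at 37C. Lysates were then assayed for phospho-KAP-1 by AlphaLISA (anti-pKAP1 donor, anti-KAP1 acceptor beads), 6 hr at 25C.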
# CXXC DNA block: qHTS Fluorescence Polarization Assay for Inhibitors of MLL CXXC domain - DNA interaction. 0.037% of 290,000 active. AID 2662, 2010. Potency, µM (titrated, usually from 115 µM), for inactives: top-dose activity change, negative = inhibition, actives largely listed as inhibitors. MLL-CXXC / FITC-HOXA9 DNA fluorescence polarization. Histone-lysine N-methyltransferase 2A (Homo sapiens), Q03164; active = well fitted inhibition curve with a large enough effect in the polarisation, with a control signal flat, not every such curve was filed as active; inconclusive = small, poorly fitted or top-dose-only effect, or effect the other way, or a change in a side signal; inactive = no such curve, though single readings can be large or run the other way; the % refers to the polarisation; also: potency is read from the fitted curve at half-maximal effect
#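 Steps: dispense CXXC domain solution (7 uM) → pin compounds or unlabeled HOX-A9 DNA control → 5 min ambient → add FLSN-HOX-A9 solution (50 nM) → spin → 30 min ambient → fluorescence polarization. Tris pH 7.5/NaCl/DTT/BSA buffer.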
# hERG WT inh: qHTS for Inhibitors of KCHN2 3.1: Wildtype qHTS. Voltage-gated inwardly rectifying potassium channel KCNH2 (Homo sapiens), Q12809. U2OS, BacMam KCNH2, thallium flux FluxOr; stronger effect = lower value. activity change, % at 1.84 µM. 0.37% of 340,000 active. AID 720551, 2013;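 active = maximum activity change below -70%; inconclusive = maximum activity change between -70% and -50%; inactive = maximum activity change above -50%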; also: % is scaled to controls: 0 for no effect and ±100 for the full control effect
#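 U2OS cells were transduced with wild-type KCNH2 virus (2.03 x 10^8 / mL) for 4 h at room temperature, then cultured overnight at 37 C. Thallium flux was read with FluxOr dye. Rate constants were normalized to DMSO controls.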
# TSHR antagonist: Antagonists of the Thyroid Stimulating Hormone Receptor: HTS campaign | activity change, negative = inhibition, % at 11.5 µM | TSHR-expressing cells, TSH-stimulated cAMP HTRF, 2 h; stronger effect = lower value | AID 504810, 2011 | 0.2% of 330,000 active | Thyrotropin receptor (Homo sapiens), P16473;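 active = activity change below a set negative limit, meaning inhibition stronger than a set level, cut at about -70% in these data; inconclusive = activity change between two set negative limits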; also: % is scaled to controls: 0 for no effect and ±100 for the full control effect
#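 Freshly harvested TSHR cells receive pin-tooled compound, then EC80 TSH at 4nM final. After 2 hours at 37 deg C, antibody in lysis buffer and cAMP-d2 are added; 30 minutes at ambient temperature precede the HTRF read.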
# Tb PFK inh: qHTS Assay to Find Inhibitors of T. brucei phosphofructokinase. ATP-dependent 6-phosphofructokinase (Trypanosoma brucei brucei), O15648. T. brucei PFK, ADP-Glo luminescence. Potency, µM (highest dose often 57.5 µM), for the others: top-dose activity, negative = inhibition, hits mostly inhibitors. 0.17% of 330,000 active;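 also: potency is read from the fitted curve at half-maximal effect; 0% = uninhibited 1x PFK enzyme wells and -100% = no-enzyme wells; nearly all actives have a fitted effect of over 60% in size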
#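 Compounds were pin-transferred as a titration series up to 57 uM into substrate buffer (0.5 mM F6P, 0.1 mM ATP, pH 8.0), then 1.25 nM PFK was added and reactions ran 45 min before ADP-Glo detection.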
# TCR activator: Activators of T cell receptors: qHTS campaign; Potency, µM (highest dose often 9.22 µM), inactives show at the top dose activation of IL-2 secretion, actives largely listed as activators; 330,000 tested, under 10 active; AID 504894, 2011; primary human leukocytes, anti-CD3, IL-2 HTRF, 48 h; also: % of control where 0% means no effect
#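 Primary human leukocytes were stimulated with a-CD3 beads plus compounds for 48 hr without co-stimulation; secreted IL-2 was quantified by HTRF using a-IL-2-K (europium cryptate) and a-IL-2-d2, excited at 320nm with acceptor emission read at 665nm.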
# * marks the source's active call; other numbers are inactive results; ? = inconclusive; · = no result given; [ ] = remark or other dose. Unless noted, calls follow the shape of the dose curve; as a rule, active = well fitted curve in the direction sought with a large enough effect; inconclusive = small, poorly fitted or top-dose-only effect, or another doubt; inactive = no such curve, though single readings can be large; an effect the other way counts as inactive or inconclusive. Not a hit list; overall some 1.6% were active at least once.
SMILES	Giardia killer	TSHR antagonist	FBPA coupling cs	hERG WT inh	TCR activator	GALK inh	Chronic BCR inh	Tb PFK inh	CXXC DNA block	A-T KAP1 phos
COc1ccc(C(=O)NC(=O)NC2(C(Cl)(Cl)Cl)OCCO2)cc1	-17.7	-11.3	-2.5	0.5	8.1%	2.5%	0.8%	4.2%	5.7%	1.5%
CCOC(=O)c1cccc(NC(=S)N2CCN(c3ncc4c(=O)c(C(=O)O)cn(CC)c4n3)CC2)c1	-19.4	1.2	0.0	-0.1	-11.9%	-1.7%	?	-2.7%	6.7%	-0.7%
CCOC(=O)c1cc(C#N)c(Nc2ccccc2OC)nc1C(F)(F)F	0.7	-3.5	0.1	1.7	0.5%	-2.7%	3.4%	-1.9%	-2.6%	6.8%
N#Cc1c(NC(=O)C2CC=CCC2C(=O)O)sc2c1CCCCCC2 (stereo not drawn)	5.1	1.1	13.2	17.9	-0.5%[46.1 µM]	-2.8%	9.1%	-9.6%	1.9%	0.3%
Cc1c(Cl)cccc1NC(=S)N1CCCCCC1	16.6	43.0	2.5	0.0	-5.0%	6.3%	4.2%	-18.7%	-1.7%	0.4%
CN1C(=O)CC(N2CCC(c3nc4ccccc4s3)CC2)C1=O (stereo not drawn)	-10.5	4.6	3.3	3.6	1.5%[46.1 µM]	-2.4%	-5.2%	-4.8%	5.3%	-4.0%
Cc1occc1-c1nnc(SCCNCCO)o1	2.6	-7.1	-0.5	-12.1	0.1%	0.4%	-5.2%	1.8%	12.8%	2.8%
CCOC(=O)c1cc(-c2ccccc2)sc1NC(=O)C(C)OC(=O)c1ccncc1 (stereo not drawn)	23.7	20.9	-0.1	-8.9	1.5%[46.1 µM]	2.8%	3.7%	-0.4%	6.1%	-3.9%
CC(=O)c1ccc(NC(=O)/C(=C\c2cccs2)NC(=O)c2ccco2)cc1	-0.1	-3.7	-0.5	14.6	1.2%	0.9%	?	-1.0%	-2.7%	-1.4%
CCOc1ccc(C(C)(C)C)cc1S(=O)(=O)N1CCOCC1	0.2	6.2	7.7	1.9	3.8%	-3.4%	-5.0%	0.4%	-4.4%	4.3%
O=C(Nc1ccc2ncccc2c1)Nc1ccc2ncccc2c1	-12.2	-11.3	-3.1	-6.0	-12.2%	-2.6%	?	11.6%	?	-7.0%
O=C(CN1CCN(S(=O)(=O)c2ccc(Cl)cc2)CC1)NC1CCCC1	14.4	5.0	·	3.4	2.9%	6.8%	?	-0.8%	-5.9%	-4.9%
COc1ccccc1OCCn1cc(C(=O)c2ccco2)c2ccccc21	1.3	24.7	-5.0	3.4	5.1%	-0.5%	?	0.7%	5.5%	11.0%
CCOC(=O)c1c(NC(=O)c2ccc(Cl)s2)sc(C)c1C	-16.9	0.7	0.6	3.3	3.2%	1.0%	-1.1%	-0.8%	10.9%	-6.7%
Cc1onc(-c2ccccc2Cl)c1C(=O)N/N=C(\N)COc1ccc(Cl)cc1	-7.3	4.2	2.3	5.1	5.0%	1.4%	?	-3.4%	?	1.8%
O=C(COC(=O)c1ccc(S(=O)(=O)NCc2ccco2)cc1)NCc1ccccc1	-8.2	8.2	·	5.8	3.9%[46.1 µM]	·	5.5%	-2.4%	·	21.9%
CCCCNC(=O)c1onc(CSc2ccc(OC)cc2)c1C(=O)O	8.1	-10.0	6.7	0.6	1.5%	1.9%	6.2%	0.5%	-13.2%	-1.0%
CN(C(=O)COc1ccccc1)c1nc(-c2ccc(F)cc2)cs1	3.2	6.9	5.2	-9.9	0.2%	6.8%	-0.2%	1.6%	-5.5%	8.6%
CNC(=O)/C(C#N)=C\c1cc(C)n(-c2ccc(N3CCOCC3)cc2)c1C	17.0	-7.2	-1.0	-25.8	-4.8%	-3.2%	18.9%	1.5%	-2.5%	9.6%
CCOC(=O)CSc1ccc(S(=O)(=O)N2CCC(C)CC2)cc1[N+](=O)[O-]	-20.4	-0.9	2.2	9.4	-2.1%	·	0.2%	6.5%	3.0%	-12.9%
CCCCn1c(N)c(N(CC(C)C)C(=O)CCCn2c(=O)oc3ccccc32)c(=O)[nH]c1=O	-3.8	8.0	·	-9.0	-6.9%	·	-3.5%	0.3%	·	0.1%
CCOC(=O)N1CCC(NC(=O)CSCc2nc(-c3ccc(OC)cc3)oc2C)CC1	-11.7	-9.4	0.5	-2.4	-7.1%	-1.2%	0.7%	-4.3%	0.4%	1.3%
Cc1ccc(C(=O)N2CCCC(Nc3ccc(F)cc3)C2)cc1C (stereo not drawn)	11.1	27.3	·	20.9	0.6%	-6.9%	?	4.9%	42.4%[activator]	11.8%
COC(=O)c1ccc(NC(=O)Nc2cccc(F)c2)cc1	5.0	-17.8	-1.0	-31.2	-4.6%	0.6%	-0.9%	1.2%	-0.5%	8.3%
COC(=O)[C@H](CC(C)C)N1Cc2cc(OC)cc(OC)c2-c2ccccc2S1(=O)=O	9.3	3.2	·	-3.8	0.1%[46.1 µM]	·	?	7.6%	·	-3.5%[11.5 µM]
O=C(Nc1cccc2ccccc12)N1CC=CCC1	-8.3	-3.8	1.8	1.8	1.3%	0.4%	-17.3%	2.8%	-18.9%	1.6%
COCCCn1c(C)nc2c(c1=O)c1nc3ccccc3nc1n2CCc1ccccc1	10.2	-16.9	-1.8	-7.1	-0.8%	-1.2%	4.2%	1.1%	-2.5%	3.9%
Cc1oc(-c2ccc(Cl)cc2)cc1C(=O)O	1.1	-3.7	14.9	-14.1	-15.7%	2.8%	?	-0.7%	-3.8%	-8.0%
CC(C)n1c(=S)[nH]c2ccccc2c1=O	-4.8	23.2	0.7	1.5	6.1%	-1.8%	?	0.0%	1.4%	9.1%
O=C1CCCN1c1cccc(Br)c1	-3.2	2.6	2.1	11.2	3.6%[46.1 µM]	0.1%	7.9%	-24.7%	3.7%	0.0%
Cc1nc(-c2ccc(F)cc2)c(CC(=O)Nc2cc(S(=O)(=O)N3CCCCC3)ccc2C)s1	5.1	-21.2	·	-1.0	2.5%	·	-3.7%	21.3%	·	-2.8%
CC[C@@H](CCC=C(C)C)C(=O)N(Cc1ccccc1)c1ccccc1	-17.7	-1.9	·	-9.5	-52.3%	·	-1.0%	28.8%	·	?
CCOC(=O)Cc1csc(NC(=O)COc2cc(C)cc(C)c2)n1	5.6	-7.9	0.0	-9.8	-5.1%	0.0%	?	6.3%	-0.3%	18.3%[11.5 µM]
CSC1=C(C#N)C(c2ccccc2C)C(C#N)=C(N)N1 (stereo not drawn)	6.1	-25.2	11.7	6.0	0.5%	-1.3%	0.0%	-0.5%	1.4%	-0.5%
Nn1c(SCC(=O)Nc2nnc(-c3ccccc3)o2)nnc1C1CC1	-1.6	8.3	·	-5.4	-5.3%	·	1.5%	-0.1%	·	7.3%
CCNCC(=O)N1c2ccccc2CCc2ccc(NC(C)=O)cc21	18.5	15.1	2.8	25.8	-1.4%[46.1 µM]	0.5%	?	3.8%	2.4%	-4.6%
CC(=O)c1cccc(OCC(O)CNCCOc2ccc(C)cc2)c1 (stereo not drawn)	7.8	-1.9	3.4	3.9	7.1%	8.1%	-4.6%	1.5%	-1.0%	4.3%
c1ccc(CNc2nc(-c3cccs3)nc3ccccc23)nc1	-25.9	-11.0	-1.6	6.5	-2.5%	0.2%	10.7%	-0.8%	20.7%	6.3%
CCOC(=O)COc1cc(-n2c(=S)[nH]c3ccccc3c2=O)c(Cl)cc1Cl	-20.6	-6.6	1.4	-8.7	-16.7%	4.2%	6.8%	8.1%	4.9%	2.3%
Cc1ccc(-c2nn(-c3ccccc3)cc2/C=C(\C#N)c2cccc(C#N)c2)o1	0.5	1.7	-2.8	-4.1	1.8%	-0.1%	-1.7%	-13.6%	8.7%	4.4%
COc1ccccc1/C=N/N1C(=O)C(CC(=O)Nc2ccc([N+](=O)[O-])cc2OC)SC1=Nc1cccc(C)c1C (stereo not drawn)	·	-9.4	-4.6	·	·	1.7%	-22.3%	-3.2%	-6.4%	·
C=CCNC(=O)c1ccc(-n2cccc2)cc1	-2.6	8.3	0.9	4.8	5.8%	6.8%	1.2%	-0.6%	4.6%	1.9%
